Screens from PubChem.
Menin-MLL TR inh: menin-MLL binding inhibition, Texas Red mutant peptide. O00255. Menin + Texas Red MLL mutant peptide, fluorescence polarization. Potency, µM (top dose mostly 61.6 µM), inactives show at the highest dose FP activity change, negative = inhibition, most hits filed as inhibitors. hit rate 0.23% among 270,000. AID 1768; active = well fitted inhibition curve with a large enough effect in the polarisation, with a control signal flat, not every such curve was filed as active; inconclusive = small, poorly fitted or top-dose-only effect, or effect the other way, or a change in a side signal; inactive = no such curve, though single readings can be large or run the other way; the % refers to the polarisation; also: potency is read from the fitted curve at half-maximal effect; % of control where 0% means no effect; many of its hits are not listed in these tables
PKM2 activator: increases activity of human pyruvate kinase M2. P14618. purified PKM2, Kinase-Glo ATP luminescence, activation; response scale: 0% is enzyme alone, no compound. Potency, µM (top dose mostly 57.5 µM), inactives show at the highest dose activation, hits mostly activators. hit rate 0.34% among 260,000; also: potency is read from the fitted curve at half-maximal effect; % is scaled to controls: 0 for no effect and ±100 for the full control effect; nearly all actives have a fitted effect of over 55% in size
Target sequence (P14618 whole entry, looked up): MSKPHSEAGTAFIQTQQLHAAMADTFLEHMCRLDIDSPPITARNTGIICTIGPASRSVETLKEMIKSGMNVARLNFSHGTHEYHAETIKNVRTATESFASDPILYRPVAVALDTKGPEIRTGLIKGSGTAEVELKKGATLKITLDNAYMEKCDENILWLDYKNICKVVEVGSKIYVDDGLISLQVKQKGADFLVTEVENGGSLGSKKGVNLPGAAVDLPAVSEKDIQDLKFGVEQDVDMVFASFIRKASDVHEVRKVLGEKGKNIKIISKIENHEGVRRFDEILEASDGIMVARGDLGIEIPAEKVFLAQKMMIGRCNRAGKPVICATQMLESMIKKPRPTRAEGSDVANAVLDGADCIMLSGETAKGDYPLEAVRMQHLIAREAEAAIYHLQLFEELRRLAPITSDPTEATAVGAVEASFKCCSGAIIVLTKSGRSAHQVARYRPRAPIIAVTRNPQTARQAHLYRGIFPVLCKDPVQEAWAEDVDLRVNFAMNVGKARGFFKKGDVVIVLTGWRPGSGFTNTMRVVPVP
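Kinase-Glo luminescence reports ATP generated from ADP (0.1 mM) and PEP (0.5 mM) by purified hPK-M2 after 1 h at room temperature, pH 7.2 imidazole buffer; intermediate enzyme activity allows detecting inhibitors and activators.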
Mito fusion act: blocks mitochondrial division or promotes mitochondrial fusion. S. cerevisiae fusion-defective mutant growth rescue, CellTiterGlo 48 h. Potency, µM (doses to about 46.1 µM), for the others: at the highest dose growth rescue (activation), hits mostly activators. hit rate 0.23% among 320,000;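 also: potency is read from the fitted curve at half-maximal effect; % of control where 0% means no effect; nearly all actives have a fitted effect of over 45% in size; temperature-sensitive fusion mutants such as fzo1-1 at 37 °C on non-fermentable ethanol glycerol medium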
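Luminescent cell viability in 1536-well qHTS format served as the measure of rescued growth in ts fusion-mutant S. cerevisiae cultured on non-fermentable YPEG for 48 hours at 37C.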
ELG1 DNA repair: inhibitors of ELG1-dependent DNA repair in HEK293T cells; Potency, µM (highest dose often 46.1 µM), inactives show top-dose activity change, negative = inhibition, hits mostly inhibitors; hit rate 2.3% among 330,000; HEK293T ELG1-luciferase reporter, luminescence, 16 h; DNA damage induced by 5-fluorouridine; AID 504467; also: potency is read from the fitted curve at half-maximal effect; % is scaled to controls: 0 for no effect and ±100 for the full control effect; nearly all actives have a fitted effect of over 55% in size
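Reporter activity after DNA damage by 5-fluorouridine is monitored. Compound-treated cells incubate 16 hr at 37 °C, then ONE-Glo is added for 30 min before luminescence reading.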
KCNH2 3.1 inh: KCNH2 3.1 (human) potassium channel inhibition; U2OS KCNH2 3.1, thallium flux FluxOr; stronger effect = lower value; activity change, % (tested at about 1.8 µM); hit rate 0.95% among 340,000; AID 720553;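 active = maximum activity change below -70%; inconclusive = maximum activity change from -70% to -50%; inactive = maximum activity change above -50%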;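 also: thallium influx rate constant from kinetic fluorescence after stimulation buffer; % is scaled to controls: 0 for no effect and ±100 for the full control effect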
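Virally transduced U2OS (3.1 isoform, 4 h infection in dark at RT) → overnight 37 C → FluxOr + Red40 in HBSS/HEPES, 45 min → stimulation buffer, 2 min kinetic read → rate constant vs DMSO controls.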
FLuc counter: inhibits or activates purified firefly luciferase, miR-21 counter-screen | P08659 | purified FLuc, Km substrates, luminescence inhibition | hit rate 6.9% among 360,000 | AID 588342 | Potency, µM (top dose mostly 57.5 µM), without a hit: top-dose activity change, negative = inhibition, actives largely listed as inhibitors;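 also: potency is read from the fitted curve at half-maximal effect; plate controls were vehicle for no effect and reference inhibitor for full effect; nearly all actives have a fitted effect of over 55% in size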
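Purified P. pyralis luciferase, 10 nM final, with Km-level 10 uM D-luciferin and 10 uM ATP in 50 mM Tris acetate pH 7.5, 10 mM Mg acetate, 0.01% Tween-20, 0.05% BSA; 6-point qHTS titration about 60 µM downward; luminescence read.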
VP16 counter: inhibits Gal4-VP16 luciferase reporter, ROR gamma counter-screen; Drosophila S2 Gal4-VP16 UAS-luciferase, luminescence, 20 h; Potency, µM (doses to about 53.6 µM), for inactives: at the highest dose activity, negative = inhibition, most hits filed as inhibitors; hit rate 3.5% among 310,000; AID 2546;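 also: Gal4-VP16 expression switched on by copper sulfate through the metallothionein promoter; potency is read from the fitted curve at half-maximal effect; % is scaled to controls: 0 for no effect and ±100 for the full control effect; nearly all actives have a fitted effect of over 50% in size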
Rab9 prom act: activators of Rab9 promoter; Potency, µM (titrated, usually from 9.22 µM), for the others: top-dose activation, negative = inhibition, usual class: activators; hit rate 2.8% among 320,000; Huh7 Rab9 promoter-luciferase reporter, luminescence, 24 h; also: potency is read from the fitted curve at half-maximal effect; % of control where 0% means no effect; nearly all actives have a fitted effect of over 60% in size
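Cell-based reporter: Huh7 stable for Rab9 promoter-driven luciferase, plated in reduced-serum medium with 10% FBS at 1500 cells/well, compound-treated 24 h at 37 °C, luminescence read after 10 min reagent.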
MBNL1 CUG block: blocks human MBNL1 binding to CUG repeat RNA; Q9NR56; hit rate 0.036% among 280,000; TR-FRET MBNL1-His/biotin-(CUG)12 binding, 665/545 ratio; Potency, µM (series often up to 57.5 µM), without a hit: at the top dose activity change, negative = inhibition, actives largely listed as inhibitors; AID 2675; active = well fitted inhibition curve with a large enough effect in the signal ratio, with a control signal flat, not every such curve was filed as active; inconclusive = small, poorly fitted or top-dose-only effect, or effect the other way, or a change in a side signal; inactive = no such curve, though single readings can be large or run the other way; the % refers to the signal ratio; also: potency is read from the fitted curve at half-maximal effect; % is scaled to controls: 0 for no effect and ±100 for the full control effect
Target sequence (Q9NR56 whole entry, looked up): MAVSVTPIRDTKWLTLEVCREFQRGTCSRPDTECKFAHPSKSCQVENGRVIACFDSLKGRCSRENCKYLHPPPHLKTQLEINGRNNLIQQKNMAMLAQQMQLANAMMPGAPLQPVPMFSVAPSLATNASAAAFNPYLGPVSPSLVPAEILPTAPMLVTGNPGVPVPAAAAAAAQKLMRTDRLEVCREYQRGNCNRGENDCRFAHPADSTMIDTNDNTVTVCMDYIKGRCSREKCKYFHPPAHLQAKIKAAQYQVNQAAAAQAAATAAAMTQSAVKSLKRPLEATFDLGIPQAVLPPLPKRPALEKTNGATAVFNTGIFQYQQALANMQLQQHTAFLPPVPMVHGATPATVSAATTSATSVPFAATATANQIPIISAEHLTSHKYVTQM
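His-tagged MBNL1 binding to biotinylated (CUG)12 RNA was measured by TR-FRET using terbium anti-His antibody (0.055 ng/ul final) and streptavidin-XL665 (5 nM final). Compounds were titrated 92 nM to 58 uM; 60 min at room temperature.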
RORgamma inh: inhibitors of mouse ROR gamma transcriptional activity. Drosophila S2 Gal4-RORgamma UAS-luciferase reporter, 20 h. Potency, µM (series often up to 53.6 µM), without a hit: at the highest dose activity change, negative = inhibition, most hits filed as inhibitors. hit rate 5.4% among 310,000; also: potency is read from the fitted curve at half-maximal effect; % is scaled to controls: 0 for no effect and ±100 for the full control effect; nearly all actives have a fitted effect of over 60% in size
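A Gal4/UAS one-hybrid system in insect cells: metallothionein-promoter Gal4–ROR gamma fusion plus Photinus luciferase reporter. Copper sulfate 700 uM final, 20 hr ambient incubation, luminescent detection after 10 min with reagent.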
NPC1 promoter act: activates the NPC1 promoter | hit rate 2.4% among 320,000 | Potency, µM (top dose mostly 9.22 µM), for inactives: top-dose activation, actives largely listed as activators | Huh7 NPC1 promoter luciferase reporter, 24 h;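 also: potency is read from the fitted curve at half-maximal effect; % of control where 0% means no effect; nearly all actives have a fitted effect of over 60% in size; reporter is driven by a mutant NPC1 promoter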
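Luminescence from an NPC1 promoter-driven luciferase reporter in stably transfected Huh7 cells was measured after 24 h compound treatment at 37 °C, followed by 10 min ambient incubation with luciferase detection reagent.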
Numbers without * were called inactive; ? = inconclusive; / = not tested or not shown; [ ] = remark or other dose. Unless noted, calls follow the shape of the dose curve; as a rule, active = well fitted curve in the direction sought with a large enough effect; inconclusive = small, poorly fitted or top-dose-only effect, or another doubt; inactive = no such curve, though single readings can be large; an effect the other way counts as inactive or inconclusive. These rows are one share of the data; count on the stated rates, not on these rows.

SMILES | Menin-MLL TR inh | PKM2 activator | Mito fusion act | ELG1 DNA repair | KCNH2 3.1 inh | FLuc counter | VP16 counter | Rab9 prom act | MBNL1 CUG block | RORgamma inh | NPC1 promoter act
CC(C)(C)NC(=O)NC(=O)COC(=O)c1cc[n+]([O-])cc1 | 12% | -1% | -7% | 9% | 4 | 1% | 4% | 1% | 6% | 10% | -4%
O=C(NCCCN1CCOCC1)c1ccccc1NS(=O)(=O)c1ccc(F)cc1 | 4% | -34% | 0% | 10% | 9 | 6% | -14% | 3% | -2% | 28% | -2%
Cc1ccccc1OCCCC(=O)Nc1ccc2c(c1)OCO2 | -2% | 2% | -6% | 25% | -1 | ? | 4% | 0% | 2% | ? | 5%
CCOC(=O)[C@@H]1[C@H]2COc3cc(OC)ccc3[C@@H]2N2C(=O)N(c3cccc(F)c3)C(=O)[C@]12C | -4% | -1% | 1% | ? | -4 | -2% | -2% | 5% | -7% | 16% | 0%
Cc1cccc(C)c1OCC(O)CNC(C)c1ccccc1 (stereo unspecified) | -15% | / | -13% | -18% | -7 | 1% | -3% | -47%[inhibitor] | -4% | -3% | -34%[inhibitor]
Cc1ccc(S(=O)(=O)CC(=O)N2CCOCC2)cc1 | 0% | 1% | 3% | -12% | -11 | -1% | -9% | -5% | -7% | 22% | 0%
CC(=O)n1cc(C(C[N+](=O)[O-])SCCN)c2ccccc21 (stereo unspecified) | 35%[activator] | 18% | -12% | ? | -5 | ? | ? | -21% | 6% | 13µM* | -15%
CCN1CCN(CCNC(=O)C2CCN(Cc3nc(-c4ccc(Cl)cc4)oc3C)CC2)CC1 | -2% | 7% | -1% | -2% | / | 1% | -1% | -5% | -4% | 11% | -6%
Cc1cc(C(=O)N/N=C/c2cccn2C)n[nH]1 | 12% | 11% | 0% | ? | 2 | ? | 0% | ? | 8% | 15% | 15%
Cc1ccc(C(=O)Nc2nnc(-c3ccncc3)s2)o1 | -5% | -1% | 8% | 18% | -15 | -1%[2.3 µM] | 9% | 4% | 5% | 9% | 14%
CCCC1(C(=O)OCC)NC(c2ccco2)C2C(=O)N(C)C(=O)C21 (stereo unspecified) | 9% | / | 6% | 11% | 13 | 0% | -14% | 1% | 0% | 3% | 0%
Cc1cccc(-n2cc[nH]c2=S)c1C | 2% | 7% | -3% | 15% | -3 | 4% | ? | -2% | -9% | -171% | -2%
COC(=O)c1ccc(CNC(=O)CN(CCC(C)C)S(=O)(=O)c2ccc3c(c2)OCCO3)cc1 | 0% | -6% | 6% | -26% | 13 | 0% | -2% | -9% | / | 21% | -3%
O=C(COC(=O)CCC(=O)c1ccc(F)cc1)Nc1cccc(S(=O)(=O)N2CCCC2)c1 | / | 1% | 5% | -9% | 0 | ? | -7% | -3% | -2% | -2% | -4%
COc1cccc(CNC(=O)COc2cccc(-n3cnnn3)c2)c1 | / | / | -3% | -8% | 2 | 2% | / | ? | / | / | -3%
CC(C)OC(=O)c1cccc(NC(=O)CSc2nnc(N)s2)c1 | -4% | -2% | -6% | 2% | -16 | ? | -3%[10 µM] | -11% | 10% | 18% | 0%
O=C(Nc1sc2c(c1-c1nc3ccccc3[nH]1)CCCC2)C1CC1 | ? | 0% | -3% | 5% | -1 | -7% | ? | 1% | 7% | ? | 2%
CCN(CC)CCNC(=O)c1ccc(NC(=O)c2ccc(COc3ccccc3)cc2)cc1 | / | -1% | 2% | ? | 9 | ? | -2% | 29% | -7% | 22% | 25%
CCOC(=O)C1CCN(c2c(NCc3ccc(C(=O)NC4CCCC4)cc3)c(=O)c2=O)CC1 | 0%[11.7 µM] | 1% | 4% | 6% | -13 | 4% | -3% | 8% | 3% | -16% | -1%
CSCCC1NC(=O)N(CC(=O)Nc2ccc(Br)cc2Br)C1=O (stereo unspecified) | / | -7% | -3% | -7% | -12 | -3% | -11% | -4% | 9% | 28% | -4%
Cc1ccccc1NC(=O)c1ccc(-c2ccc(Cl)cc2Cl)o1 | 1% | -2% | ? | -1% | -17 | 8.5µM* | 2% | 19% | -2% | 3% | 9%
S=C(Nc1ccc(Cl)cc1)NC1CC2CCCC(C1)N2C1CCCC1 (stereo unspecified) | / | -2% | -17% | -6% | -6 | 1% | -1% | 10% | 4% | -1% | -2%
CC1=NN(C(=O)CCc2ccc3c(c2)OCO3)C(O)(C(F)(F)F)C1 (stereo unspecified) | -12% | -2% | 7% | -5% | 11 | -1% | 2.2µM* | -6% | -10% | 4.5µM* | -3%
COc1ccccc1NC(=O)c1cc2ccccc2o1 | 1% | -1% | 1% | ? | -4 | 6.7µM* | -11% | ? | 0% | ? | ?
Cc1ccc(C(=O)O)cc1-n1c(=O)n(Cc2ccccc2)c(=O)c2[nH]cnc21 | 17% | / | ? | 2% | 0 | 1% | -2% | 0% | 3% | -11% | 2%
(listing goes on)
SMILES | Menin-MLL TR inh | PKM2 activator | Mito fusion act | ELG1 DNA repair | KCNH2 3.1 inh | FLuc counter | VP16 counter | Rab9 prom act | MBNL1 CUG block | RORgamma inh | NPC1 promoter act
O=C(Nc1ccccc1)C1CC(=O)n2ncnc2N1 (stereo unspecified) | 2% | 4% | -3% | 0% | -12 | -1% | -7%[0.365 µM] | -2% | -12% | 3% | 0%
CN(C)S(=O)(=O)c1ccc(N2C(=O)CC2(/C=C/c2ccccc2)C(=O)NC2CCCC2)cc1 (stereo unspecified) | 0% | -3% | 1% | -7% | ? | 4% | ? | -7% | -11% | 4% | -1%
O=S(=O)(NCCN1CCCC1)c1ccc(C(F)(F)F)cc1 | -20% | / | 1% | 3% | -10 | -1% | 4% | 3% | -4% | 6% | -5%
O=[N+]([O-])c1ccccc1OCCCOc1cccc2cccnc12 | 15% | 1% | -1% | ? | -19 | 6.7µM* | -8% | ? | 11% | ? | ?
Cc1nc2c(-c3ccc(F)cc3)c(C)nn2c(C)c1CCC(=O)N1CCN(c2ccccn2)CC1 | 3%[11.7 µM] | -3% | 0% | ? | -18 | -1% | 3% | -1% | 2% | -4% | 7%
CCOc1ccc(S(=O)(=O)NCCN2CCOCC2)c2ccccc12 | -29% | 10% | 2% | -20% | 0 | -1% | -3% | -4% | -1% | 7% | 0%
Fc1ccccc1NC(=S)N(CCCN1CCOCC1)Cc1cccnc1 | -1% | -2% | 6% | 11% | 3 | -1% | 3% | -2% | -7% | -16% | -4%
COc1ccc(-c2nc3n(n2)C(c2ccccc2)C2=C(CCCC2=O)N3)cc1OC (stereo unspecified) | 11% | 0% | -4% | 0% | -3 | 0% | -3% | -6% | -6% | -31% | -3%
O=C(O)c1cccnc1SC1CC(=O)N(c2cccc3ccccc23)C1=O (stereo unspecified) | 3% | 8% | -2% | -3% | / | -1% | -4% | -6% | -2% | -1% | -1%
CCN1CCN(C(=O)C(C)Nc2cc(Cl)c(OC)cc2OC)CC1 (stereo unspecified) | ? | 1% | -3% | -4% | -21 | -6% | 9% | 0% | 18% | -18% | -2%
CCOC(=O)N1CCN(C(=O)C(c2ccccc2)c2ccccc2)CC1 | 3%[11.7 µM] | -14% | 1% | 3% | 1 | 5% | 2% | -8% | -7% | 13% | -5%
CCCOc1ccc(N2CC(C(=O)Nc3ccccc3C(=O)NC)CC2=O)cc1 (stereo unspecified) | 7% | 14% | 3% | -15% | -38 | 1% | -1% | 8% | -4% | -17% | -7%
O=C(CCCc1ccccc1)Nc1nnc(C(F)(F)F)s1 | 1% | 2% | 2% | 0% | 6 | -19% | 3% | -4% | 0% | 7% | -2%
Cc1onc(-c2c(F)cccc2Cl)c1C(=O)Nc1ccc(S(=O)(=O)Nc2ncccn2)cc1 | 1% | -3% | 0% | 13% | 21 | -5% | 8% | 0% | -1% | 2%[10 µM] | 4%
COc1ccc(C2CC(=O)Oc3cc(OC)c(OC)c(OC)c32)cc1 (stereo unspecified) | -21%[94.6 µM] | / | / | ? | -4 | / | -22% | / | / | -12% | /
O=c1ccn(-c2cccc(C(F)(F)F)c2)nc1-c1ccn(-c2ccccc2F)n1 | 7% | 2% | 1% | ? | 1 | -3% | -5% | -1% | 10% | 33% | -7%
CCN(CC)C(=O)Cn1cnc2c1c(=O)n(C)c(=O)n2C | 3% | 1% | -5% | -5% | -17 | -2% | -2% | 19% | -4% | -1% | -2%
Cc1ccc(C)c(NC(=O)NNC(=O)CCc2ccccc2)c1 | 5% | 2% | 0% | -2% | -2 | -3% | -3% | -2% | -1% | 0% | 3%
Cc1ccc(S(=O)(=O)N2CCOCC2)cc1NC(=O)CNCc1cccnc1 | / | -1% | 0% | 6% | -1 | 0% | 5% | -3% | -9% | -1% | 8%
